From PubChem BioAssay
BAZ2B block: blocks human BAZ2B | AlphaScreen BAZ2B-H3K14Ac peptide displacement | Q9UIF8 | hit rate 4.4% among 360,000 | Potency, µM (series often up to 114 µM), inactives show at the top dose activity change, negative = inhibition, most hits filed as inhibitors | AID 504333; further: on the % scale 0 is the no-effect control and ±100 the full control effect; nearly all actives have a fitted effect of over 60% in size
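AlphaScreen displacement of biotin-H3(5-23)K14Ac peptide (50 nM final) from BAZ2B (50 nM final) in PBS pH 7.4, 0.01% Tween-20; complex preformed 30 min RT, then compounds (top 110 uM) 30 min RT, beads 20 min dark.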
POLB inh: inhibitors of human DNA polymerase beta | P06746 | Pol beta primer extension/strand displacement, fluorescence kinetic | Potency, µM (titrated, usually from 114 µM), without a hit: at the top dose activity change, negative = inhibition, hits mostly inhibitors | hit rate 1.3% among 340,000; further: on the % scale 0 is the no-effect control and ±100 the full control effect
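Human Pol beta at 10 nM; strand-displacement substrate 50 nM final. Compound exposure 15 min at room temperature before start, reaction 10 min at room temperature.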
G9a block: inhibitors of human histone lysine methyltransferase G9a; Potency, µM (series often up to 102 µM), inactives show at the highest dose activity, negative = inhibition, actives largely listed as inhibitors; G9a H3K9 monomethylation, AlphaScreen, 2 h; hit rate 8.8% among 350,000; Q96KQ7; further: on the % scale 0 is the no-effect control and ±100 the full control effect; nearly all actives have a fitted effect of over 75% in size
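Readings reflect AlphaScreen signal from monomethyl-H3K9 antibody detection. HMT at 20 nM; substrate b-H3K9 500 nM; cofactor SAM 20 uM; 2 h RT reaction; compounds tested as titrations in qHTS with 15 min preincubation.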
POLH inh: DNA polymerase eta (human) inhibition | Q9Y253 | recombinant Pol eta, fluorescent DNA replication assay | Potency, µM (titrated, usually from 114 µM), for inactives: at the highest dose activity change, negative = inhibition, most hits filed as inhibitors | hit rate 1.2% among 390,000 | AID 588591; further: on the % scale 0 is the no-effect control and ±100 the full control effect
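Pol eta at 10 nM preincubated with compounds 15 min at room temperature; reaction started with fluorescent substrate (50 nM final) and read kinetically at 0 and 10 min.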
POLI inh: inhibitors of human DNA polymerase iota | Pol iota fluorescent replication assay, 10 min | Potency, µM (titrated, usually from 115 µM), inactives show at the top dose activity, negative = inhibition, actives largely listed as inhibitors | hit rate 1% among 390,000 | AID 588590
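Fluorescent replication assay read twice, at 0 min and 10 min after adding 50 nM (final) substrate. Enzyme (10 nM) and compounds were first incubated 15 min at room temperature; enzyme-free buffer wells were negative controls.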
APE1 inh: inhibitors of human APE1 endonuclease; P27695; recombinant APE1, TAMRA/BHQ-2 abasic DNA cleavage fluorescence; Potency, µM (top dose mostly 65.8 µM), for the others: top-dose activity change, negative = inhibition, usual class: inhibitors; hit rate 0.35% among 350,000; AID 2517;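 further: plate controls were vehicle for no effect and reference inhibitor for full effect; nearly all actives have a fitted effect of over 55% in size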
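Endonuclease cleavage of a quenched abasic-site DNA duplex (50 nM) by APE1 (0.75 nM) was tracked by TAMRA dequenching. Compounds were preincubated with enzyme 15 min at room temperature; data normalized to buffer-only and DMSO wells plus NSC13755 control.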
BLM inh: inhibitors of human Bloom syndrome helicase BLM. P54132. recombinant BLM DNA unwinding, fluorescence dequenching. AID 2528. hit rate 0.2% among 350,000. Potency, µM (top dose mostly 56.1 µM), without a hit: at the highest dose activity change, negative = inhibition, usual class: inhibitors;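 further: plate controls were vehicle for no effect and no enzyme for full effect; nearly all actives have a fitted effect of over 35% in size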
Pol kappa inh: inhibitors of human DNA polymerase kappa. purified Pol kappa, fluorescent DNA synthesis assay, 10 min. AID 588579. Potency, µM (highest dose often 107 µM), for inactives: top-dose activity, negative = inhibition, actives largely listed as inhibitors. hit rate 0.53% among 400,000; further: on the % scale 0 is the no-effect control and ±100 the full control effect
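10 nM Pol kappa was preincubated with compounds for 15 min at room temperature. Reaction started with 50 nM (final) substrate. Fluorescence read kinetically at 0 and 10 min.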
JMJD2A Tudor inh: inhibitors of human JMJD2A Tudor domain. hit rate 4.4% among 390,000. Potency, µM (titrated, usually from 114 µM), inactives show at the highest dose activity change, negative = inhibition, hits mostly inhibitors. AlphaScreen JMJD2A-Tudor / H3K4me3 peptide binding. O75164; further: on the % scale 0 is the no-effect control and ±100 the full control effect; nearly all actives have a fitted effect of over 50% in size
Target sequence (O75164 whole entry, looked up, the tested form may be a part): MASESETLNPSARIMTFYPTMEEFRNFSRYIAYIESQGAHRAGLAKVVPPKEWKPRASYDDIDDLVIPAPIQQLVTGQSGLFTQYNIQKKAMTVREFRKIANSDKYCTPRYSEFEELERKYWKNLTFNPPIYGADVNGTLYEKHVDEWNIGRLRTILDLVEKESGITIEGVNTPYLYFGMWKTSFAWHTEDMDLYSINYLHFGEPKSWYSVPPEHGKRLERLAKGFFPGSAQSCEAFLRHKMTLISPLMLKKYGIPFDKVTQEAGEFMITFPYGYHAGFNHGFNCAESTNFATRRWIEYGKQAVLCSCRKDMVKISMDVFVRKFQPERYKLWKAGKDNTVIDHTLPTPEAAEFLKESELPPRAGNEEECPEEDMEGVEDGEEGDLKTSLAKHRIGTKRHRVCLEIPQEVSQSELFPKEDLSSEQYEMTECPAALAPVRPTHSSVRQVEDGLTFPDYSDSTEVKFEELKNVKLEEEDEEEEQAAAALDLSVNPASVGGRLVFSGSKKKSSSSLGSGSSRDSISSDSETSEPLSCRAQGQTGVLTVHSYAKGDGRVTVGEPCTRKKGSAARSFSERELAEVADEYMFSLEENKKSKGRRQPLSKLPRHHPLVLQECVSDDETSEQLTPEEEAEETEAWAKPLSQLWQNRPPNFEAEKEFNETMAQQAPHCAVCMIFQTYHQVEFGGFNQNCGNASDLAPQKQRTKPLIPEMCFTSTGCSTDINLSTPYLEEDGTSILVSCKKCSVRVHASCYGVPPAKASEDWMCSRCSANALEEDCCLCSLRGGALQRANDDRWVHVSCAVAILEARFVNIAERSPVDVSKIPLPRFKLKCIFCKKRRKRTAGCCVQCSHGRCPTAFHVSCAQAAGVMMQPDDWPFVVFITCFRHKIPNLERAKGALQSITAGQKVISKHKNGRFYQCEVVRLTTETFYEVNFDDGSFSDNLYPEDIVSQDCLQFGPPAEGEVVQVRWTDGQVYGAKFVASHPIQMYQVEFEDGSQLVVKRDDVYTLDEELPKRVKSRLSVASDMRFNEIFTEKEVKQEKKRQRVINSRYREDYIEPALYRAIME
* marks the source's active call; other numbers are inactive results; ? = inconclusive; . = no result given; & = joins results of further samples; [ ] = remark or other dose. The call rests on the fitted dose curve; in most records, active means well fitted curve in the direction sought with a large enough effect; inconclusive means small, poorly fitted or top-dose-only effect, or another doubt; inactive means no such curve, though single readings can be large; an effect the other way counts as inactive or inconclusive. Potency means the concentration at half of the fitted maximal effect.

SMILES	BAZ2B block	POLB inh	G9a block	POLH inh	POLI inh	APE1 inh	BLM inh	Pol kappa inh	JMJD2A Tudor inh
COc1cc(C)nc(N2CCCC(C(=O)NCC(C)C)C2)n1 (stereo not given)	-4%	16%	-11%[59 µM]	-16%	16%	6%	3%	-21%	-4%
Cc1ccsc1C(=O)C1CCCN(Cc2cccn2-c2ccc(Cl)cn2)C1 (stereo not given)	-38%	-2%	-38%	-15%	?	5%	29%	-18%	?
CCNS(=O)(=O)c1ccc(C(=O)Nc2ccccc2)cc1	-3%	8%	1%	-10%	23%	4%	-1%	-1%	-14%
CCc1ccccc1NC(=O)Cn1cc(S(=O)(=O)N2CCCC2)c(S(=O)(=O)N2CCCC2)c1	5%[57.1 µM]	18%	-2%[59 µM]	-15%	11%	.	-9%	-1%	-11%
Oc1ccc(Cl)cc1/C=N/c1nccs1	?	-1%	?	-13%	9%	5%	2%	-8%	-18%
O=C(Cn1c(O)c(/C=C2\C=Nc3ccccc32)sc1=O)Nc1ccc2c(c1)OCO2	-33%[57.1 µM]	-1%	23%	6%	2%	-6%	0%	-7%[60.1 µM]	-6%
CN(Cc1ccccc1)S(=O)(=O)c1ccc2[nH]cc(C(=O)NCC3CCCO3)c(=O)c2c1 (stereo not given)	-14%	8%	132%[activator][59 µM]	-7%	-10%[58.9 µM]	?	-4%	2%	-22%
O=C(/C=C/c1ccco1)NCC1(c2ccccc2)CCCC1	-28%	-14%	11µM*	-19%	4%	-4%	-4%	-1%	-4%
Cc1ccc2[nH]c(=O)c(C(c3nnnn3C3CCCC3)N3CCCc4ccccc43)cc2c1 (stereo not given)	-34%	-16%	?	-15%	11%	-1%	-11%	-6%	?
COc1ccc(S(=O)(=O)n2nc(-c3ccc(Cl)cc3)cc2N)cc1	-26%	0%	18%	-19%	-1%	1%	-7%	4%	1%
Cc1ccc(NC(=O)Cc2nnc(SCC(=O)NC3=NCCS3)n2C)cc1	?	2%	?	-9%	63%[activator]	9%	-3%	-2%	2%
Brc1cccc(C=Nc2cccc3ncccc23)c1	.	.	.	-6%	46%[activator]	.	.	-8%	-21%
COC(=O)c1c(NC(=O)CSc2nnnn2-c2ccccc2)sc2c1CCCC2	0%	10%	-13%[59 µM]	-19%	-3%	9%	-9%	0%	-8%
C/C(=C\c1ccccc1)C(=O)n1nnc2ccccc21	0%	6%	?	-4%	-26%	-2%	0%	2%	-8%
Cc1cccc(-n2cc(CN3CCN(Cc4nccn4C)CC3)c(-c3cccc(F)c3)n2)c1	?	19%	.	-16%	-15%	25%	-2%	-12%	?
COc1ccc(-c2csc(NC(=O)CSc3nc(SC)ns3)n2)cc1	-26%	25%	-16%[59 µM]	-9%	-17%	-4%	-9%	-16%	-32%
COc1ccccc1NC(=O)C1CCN(S(=O)(=O)c2ccc3c(c2)CC(C)N3C(C)=O)CC1 (stereo not given)	-13%	11%	4%[59 µM]	-4%	34%[activator]	21%	-4%	14%	1%
Cn1c(SCc2ccc(C#N)cc2)nnc1-c1cccc(Cl)c1	-2%	8%	2%	1%	12%	0%	3%	-5%	-11%
Cc1cc(NC(=O)CSc2nnc(Cc3ccccc3)o2)no1	13%	-15%	20%[59 µM]	-2%	13%	7%	2%	1%	-8%
O=C(Nc1ccc(Cl)c(S(=O)(=O)N2CCOCC2)c1)c1cc(=O)[nH]c2ccccc12	-21%	.	-45%[12.7 µM]	-1%	8%	-7%	.	-7%	-24%
CCCOc1ccc(N2C(=O)CC(SC(=N)N3N=C(c4ccccc4)CC3c3ccccc3)C2=O)cc1 (stereo not given)	?	4%	14%[59 µM]	-31%	24%	21%	-16%	-4%	-17%
COc1ccc(N(C(=O)c2cnccn2)C(C(=O)NCc2ccccc2)c2ccc(O)cc2)cc1 (stereo not given)	4%	-2%	-1%[59 µM]	-3%	67%[activator]	33%[12.4 µM]	-2%	-4%	-8%
CSc1ccccc1NC(=O)CN1C(=O)C2CC=CCC2C1=O (stereo not given)	4%	.	-3%[0.501 µM]	-16%	56%[activator]	11%	.	-11%	2%
CC(=O)Nc1ccc(S(=O)(=O)NCC(=O)Nc2ccc3c(c2)OCO3)cc1	.	.	.	6%	113%[activator]	15%	.	-2%	-12%
COc1ccc(NC(=O)N(CCO)Cc2cc3c(C)cc(C)cc3[nH]c2=O)cc1	-1%	1%	16%	-10%	2%	2%	-1%	-12%	-13%
Further records.
SMILES	BAZ2B block	POLB inh	G9a block	POLH inh	POLI inh	APE1 inh	BLM inh	Pol kappa inh	JMJD2A Tudor inh
CN(C(=O)c1ccco1)c1nc(CC(=O)Nc2ccccc2)cs1	-1%	-20%	?	-13%	12%	-8%	2%	4%	-12%
CSc1nc2ccc(NS(=O)(=O)c3ccc(Cl)s3)cc2s1	6%	-15%	-3%[2.33 µM]	-5%	?	-10%	-11%	-12%	-11%
Cc1cc(Cl)ccc1Oc1ncc(CN2CCN(c3ccccc3)CC2)s1	-37%	-5%	?	-3%	3%	-8%	-8%	-5%	?
NC(=NC(=O)c1ccc(OC(F)(F)F)cc1)c1ccc(C(F)(F)F)cn1	-1%	12%	3%	-25%	179%[activator]	-1%	-3%	0%	7%
COC(C(=O)Nc1ccnn1C1CCN(Cc2ccc(C)s2)CC1)c1ccccc1 (stereo not given)	-2%	13%	55%[activator]	-9%	-10%	22%	-2%	-22%	-28%
O=C(COc1ccc(F)cc1Cl)N(Cc1nnc(-c2ccccc2Cl)o1)C1CC1	.	.	.	-2%	-5%	.	.	-19%	2%
Cc1ccc(S(=O)(=O)NNC2CC(=O)N(c3ccc(Br)cc3)C2=O)cc1 (stereo not given)	0%	3%	22%[59 µM]	2%	4%	5%	-2%	-5%	?
Cc1ccc(/C=C2\SC(=S)N(Cc3ccccc3)C2=O)o1	?	0%	?	-1%	-9%	-3%	-10%	-12%	14µM*
c1ccc(Cn2cc(CNc3ccccc3)nn2)cc1	-19%	2%	6%[59 µM]	-29%	33%	0%	0%	3%	-18%
CCOc1ccc(N2CC(C(=O)N3CCN(c4ccccn4)CC3)CC2=O)cc1 (stereo not given)	-5%	.	6%[0.501 µM]	2%	10%	-12%	.	-9%	-11%
CCCSc1nc2ccsc2c(=O)n1CC	20%	50%	33%	-13%	34%[activator]	-3%	-2%	11%	12%
O=C(COC(=O)Cn1cnc2ccccc21)Nc1cc(S(=O)(=O)N2CCOCC2)ccc1Cl	-21%	-9%	30%[12.7 µM]	5%	29%	-1%	-1%	-22%	-10%
CCC1=C(OC(=O)N(CC)CC)N2C(=O)OC(=NCC(=O)OC)[C@]2(Cc2ccccc2)[C@H]2C1=CC[C@H]1C(=O)N(C)C(=O)[C@H]12	4%	5%	24%[12.7 µM]	-8%	1%	0%&2%	-3%&-4%	11%	-10%
CC(NC(=O)Nc1cccc(Cl)c1)C(c1cccs1)N1CCCC1 (stereo not given)	-26%	6%	13%[59 µM]	-23%	32%	1%	-1%	-5%	-17%
O=C(c1csnn1)N1CCC2(CC1)CN(c1ccncc1)C2	.	.	-6%[12.7 µM]	.	.	4%	-5%	5%[60.1 µM]	.
CCOC(=O)C1=CC[C@H]2c3c(c4ccccc4n3C)C(=O)C1N2S(=O)(=O)c1ccc(C)cc1	3%	.	-6%[0.501 µM]	-18%	-6%	-14%	.	-20%	-23%
C=CCOc1c(Br)cc(/C=C2/NC(=S)N(C(C)=O)C2=O)cc1OC	-26%	0%	-1%[59 µM]	-2%	?	0%	-8%	-13%	?
COc1ccc(-c2nc(NC(=O)CSCCO)sc2C)cc1	-23%	-2%	?	-17%	61%[activator]	4%	-4%	-10%	3%
COc1ccc(C2=Nc3ccc(OC(F)(F)F)cc3NC(c3cccnc3)=N2)cc1	-9%	?	-22%[59 µM]	.	16%	.	-1%	-5%	?
COc1cccc(CNC(=O)Cn2cc3c(n2)CCCC3)c1	-2%	?	?	-18%	21%	2%	-2%	2%	-7%
CC(=O)c1ccccc1OCCOCCOCCOc1ccccc1C(C)=O	-14%	16%	.	13%	141%[activator]	8%	-6%	-9%	-1%
CC(C)(C)NC(=S)NNC(=O)c1ccc2ncccc2c1	1%	3%	7%[59 µM]	-26%	1%	6%	-2%	-2%	-15%
CC(=O)NC(CC(=O)N(Cc1ccccc1)c1cccc(C)c1)c1ccccc1 (stereo not given)	-1%	3%	47%[activator]	-19%	31%[activator]	48%[activator]	-2%	-12%	-25%
CC(Sc1nc(-c2ccccc2)cc(C(F)(F)F)n1)C(=O)O (stereo not given)	-4%	30%	6%	0%	100%[activator]	0%	-3%	-11%	-23%[11.4 µM]
C/C(=N\NC(=O)CN1CCN(S(=O)(=O)c2ccc(C)cc2)CC1)c1ccc(O)cc1	-2%	0%	.	2%	-26%	-2%	-5%	-4%	-14%
CC1=Nc2ccccc2N=C(NC(=O)c2ccccc2)C1c1ccccc1 (stereo not given)	-27%	23%	?	-16%	31%[activator]	1%	-14%	-5%	-26%
Nc1c(-c2ccccc2)cnc2cc(-c3ccccc3)nn12	1%	9%	-6%	18%	35%	-6%	-4%	12%	-17%
CC1(C)Cc2c(ccc3ccccc23)C(=O)N1	4%	25%	-1%[12.7 µM]	13%	12%	-1%	3%	-7%	-1%
CCc1cc(C(=O)Nc2sc(C)c(CC)c2C#N)no1	0%	-3%	2.5µM*	-12%	5%	.	-6%	-11%	0%
COC(=O)[C@]1(C)N[C@H](CN(C)S(=O)(=O)c2ccc(C)cc2)[C@@H]2C(=O)N(C)C(=O)[C@@H]21	.	.	.	-6%	?	0%	.	6%	79µM*

Only part of the results is shown. The share of hits here may be higher or lower than overall.
